SSB-PriA inh = inhibitors of Klebsiella pneumoniae PriA binding to SSB C-terminal tail, primary screen, biochemical, AlphaScreen | AlphaScreen SSBct-PriA binding, biotinylated peptide | inhibition, % at 33 µM | 0.6% of 430,000 active | AID 1272365, 2023 | PriA–SSB C-terminal tail interaction (Klebsiella pneumoniae); in the data active = inhibition mostly above about 37%, no sharp cut-off; inactive = mostly below about 20%;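 note: plate controls were negative control peptide for no effect and reference peptide for full effect; strong numbers were not always called active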
Active calls of the source: *; & = joins results of further samples. Only part of the results is shown, so the mix of outcomes need not match the whole.

SMILES	SSB-PriA inh
O=C(NCc1cncc(-c2ccsc2)c1)c1c(F)cccc1F	-3
O=C(Cn1cnc2c(cnn2C2CCS(=O)(=O)C2)c1=O)c1ccc(F)cc1 (stereo not drawn)	2
COc1ccc(C(=O)Nc2c(N)nc(SCC(=O)NC3CCCCC3)[nH]c2=O)cc1	-11
Cc1nc(-c2cccs2)sc1CNS(=O)(=O)N(C)C	-7
Cc1ccc(Cl)cc1NC(=O)CC1CCCCN1S(=O)(=O)c1cccs1 (stereo not drawn)	27
CCN1C(SCC(=O)N2CCOc3ccc(C)cc32)=NS(=O)(=O)c2ccccc21	1
CCOC(=O)c1c(-c2ccc(OC)cc2)csc1NC(=O)CNCCCN1CCOCC1	-2
CC(C)NC(=S)NN=C1CCCc2ccccc21	0
N#Cc1c(NC(=O)c2cc3cc([N+](=O)[O-])ccc3s2)sc2c1CCCC2	-5
CCC(=O)N1CCCc2ccc(NS(C)(=O)=O)cc21	-11
CCOC(=O)N1CCN(C2CC(=O)N(CCc3ccc(OC)c(OC)c3)C2=O)CC1 (stereo not drawn)	-17
COC(=O)c1ccc(S(=O)(=O)N2CCN(c3nc4c(C(F)(F)F)cccc4s3)CC2)cc1	-6
Cc1nc(-n2nc(-c3cccs3)cc2NC(=O)c2cccc(Cl)c2)[nH]c(=O)c1C	-14
CC(=O)N1CC(C(=O)N2CCN(c3ccccn3)CC2)C1	-3
c1ccc(CSc2nnc(-c3ccco3)o2)nc1	0
CCc1ccc(C(=O)Nc2nc(-c3ccccn3)cs2)cc1	85*
CCOC(=O)C1CCCN(C(=O)C2CSc3ncc(C)c(=O)n3C2)C1 (stereo not drawn)	1
Cc1nnc(NC(=O)C2CCN(Cc3nc4ccccc4[nH]3)CC2)s1	-20
CN(Cc1nc2ccccc2[nH]1)C(=O)OCc1ccccc1	2
COc1ccc(-c2[nH]ncc2C=NNC(=O)c2ccc(Br)o2)cc1OC	-6

An excerpt from above in order of heavy-atom count, falling.
SMILES	SSB-PriA inh
CCOC(=O)N1CCN(C2CC(=O)N(CCc3ccc(OC)c(OC)c3)C2=O)CC1 (stereo not drawn)	-17
N#Cc1c(NC(=O)c2cc3cc([N+](=O)[O-])ccc3s2)sc2c1CCCC2	-5
CCOC(=O)C1CCCN(C(=O)C2CSc3ncc(C)c(=O)n3C2)C1 (stereo not drawn)	1
CC(C)NC(=S)NN=C1CCCc2ccccc21	0

Returning to the listing, starting four compounds before the break.
SMILES	SSB-PriA inh
CCOC(=O)C1CCCN(C(=O)C2CSc3ncc(C)c(=O)n3C2)C1 (stereo not drawn)	1
Cc1nnc(NC(=O)C2CCN(Cc3nc4ccccc4[nH]3)CC2)s1	-20
CN(Cc1nc2ccccc2[nH]1)C(=O)OCc1ccccc1	2
COc1ccc(-c2[nH]ncc2C=NNC(=O)c2ccc(Br)o2)cc1OC	-6
CCOC(=O)c1c(NC(=O)CSc2nc3scc(-c4ccc(C)cc4)c3c(=O)n2-c2ccccc2)sc(C)c1C	-10
CC(C)CS(=O)(=O)C1CN(C(=O)CSc2ccc(F)cc2)C1	-8
Cn1cccc1C=Nn1c(-c2ccc(C(C)(C)C)cc2)n[nH]c1=S	45
Cn1nnn(-c2ccc(NC(=O)Nc3ccc4c(c3)OCO4)cc2)c1=O	-1
O=C(Nc1ccc2c(c1)OCCO2)Nc1c[nH]c2ccccc12	13
CCOCCn1c(=O)c2c(OCC)c(CC)cnc2n(C)c1=O	-3
Cc1cc2nnc(SCC(=O)N3CCCC3)n2c2ccccc12	1
O=C(NC1CCN(c2nccs2)C1)c1ccc(C(F)(F)F)cc1 (stereo not drawn)	2
COc1ccc(F)cc1S(=O)(=O)N1CCN(c2ccc(-c3cccnc3)nn2)CC1	3
COc1ccc(Nc2nc(Nc3ccc(OC)cc3Cl)nc(N3CCOCC3)n2)cc1	-5
O=C(Cc1ccccc1)Nc1nc2sc3c(c2c(=O)s1)CCCC3	-35
CS(=O)(=O)N1CCN(C(=O)C2COCC(=O)N2Cc2cccs2)CC1 (stereo not drawn)	2
Cn1cnnc1SCc1cc(=O)c(OCC(=O)N2CCc3ccccc32)co1	-1
COc1ccccc1NC(=O)Nc1nc(CC(=O)NC2CCCCCC2)cs1	9
Cc1nccn1CC(=O)N/N=C\c1c[nH]c2ccccc12	3
O=C(c1ccc(-n2cncn2)nn1)N1CCN(c2ncccn2)CC1	-19
Cc1c(Cl)ccc2sc(N3CCOCC3)nc12	-29
COCCNC(=S)NCCc1cc2cc(C)c(C)cc2[nH]c1=O	10
Cc1ccc(C(=O)CSc2nccn(-c3cccc(F)c3)c2=O)c(C)c1	-6
COc1ccc(OC)c(C(=O)Nc2ccc3sccc3c2)c1	-19

Compounds shown so far with an NH in an aromatic ring:
SMILES	SSB-PriA inh
COc1ccc(C(=O)Nc2c(N)nc(SCC(=O)NC3CCCCC3)[nH]c2=O)cc1	-11
Cc1nc(-n2nc(-c3cccs3)cc2NC(=O)c2cccc(Cl)c2)[nH]c(=O)c1C	-14
Cc1nnc(NC(=O)C2CCN(Cc3nc4ccccc4[nH]3)CC2)s1	-20
CN(Cc1nc2ccccc2[nH]1)C(=O)OCc1ccccc1	2
COc1ccc(-c2[nH]ncc2C=NNC(=O)c2ccc(Br)o2)cc1OC	-6
Cn1cccc1C=Nn1c(-c2ccc(C(C)(C)C)cc2)n[nH]c1=S	45
O=C(Nc1ccc2c(c1)OCCO2)Nc1c[nH]c2ccccc12	13
Cc1nccn1CC(=O)N/N=C\c1c[nH]c2ccccc12	3
COCCNC(=S)NCCc1cc2cc(C)c(C)cc2[nH]c1=O	10

Carrying on.
SMILES	SSB-PriA inh
Cc1noc(-c2c(NC(=O)c3ccco3)sc3c2CCOC3)n1	-22
COc1cc(C)c(C)cc1S(=O)(=O)NCCCc1ccc(N(C)C)cc1	39
N#Cc1ccc(C(=O)Nc2cc(Br)ccc2C(=O)c2ccccc2Cl)cc1	-12&-3
O=C(c1cc(=O)[nH]c2ccccc12)N1CCC[C@H](Cc2nc(C3CC3)no2)C1	-6
Brc1ccc(CSc2nnc3ccc(-c4ccccn4)nn23)cc1	-17
CSc1ccc2nc(Nc3ccccc3Cl)sc2c1	-8
Cc1onc(-c2ccccc2)c1C(=O)NN=Cc1ccc([N+](=O)[O-])c(O)c1	8
Cc1ccc(S(=O)(=O)N(CC(O)Cn2nc(C)cc2C)c2ccc(F)cc2)cc1 (stereo not drawn)	-1
NC(=O)CC1SC(=O)N=C1N (stereo not drawn)	-1
CCC1SC(=NN=Cc2ccco2)NC1=O (stereo not drawn)	-4
CC(C)(C)CC(=O)Nc1ccc(N2CCCS2(=O)=O)cc1	-7
O=C(CSc1c[nH]c2ccccc12)Nc1cccc(C(F)(F)F)c1	19
O=C1c2ccccc2C(=O)N1CN1CCOCC1	-15
O=C(NN=Cc1ccco1)c1cc(-c2cccc(Br)c2)nc2ccccc12	10
COc1ccc(-c2cc(=O)n(CC(=O)N3CCN(c4ccccc4Cl)CC3)cn2)cc1	-17
O=C(Cc1ccc(NC(=O)CCc2cccc(Cl)c2)cc1)NCC(F)(F)F	-25
COc1ccc(C=NN=C2SC(CC(=O)O)C(=O)N2c2ccc(O)cc2)cc1OC (stereo not drawn)	-5
O=C(COc1ccccc1)N1CCN(Cc2nc(-c3cccs3)cs2)CC1	6
CCOc1ccc(S(=O)(=O)NCC(c2cccn2C)N2CCc3ccccc3C2)cc1 (stereo not drawn)	7
O=C(CCc1ccccc1Br)N1CC(S(=O)(=O)C2CCCCC2)C1	-11
Clc1cc(Cl)c2nc(Cl)sc2c1	-6
CCOC(=O)C1CCN(C(=O)Cc2csc(Nc3ccccc3)n2)CC1	-9
COCCN1CCC(CNC(=O)c2c(F)cccc2F)CC1	3
Cc1ccc(N2CC(c3nc4ccccc4n3Cc3ccccc3F)CC2=O)cc1C (stereo not drawn)	11
Cc1nc2ccccn2c1C(=O)NCc1ccccc1-c1ccsc1	-1
O=C1NCCN1C(=O)NCc1cnn2c1CCCC2	-24
Cc1ccc(C)c(C=NNc2ccccn2)c1	3
Cn1cccc1C=NNC(=O)c1cc2ccccc2cc1O	43*
C=CCC1CCCC(=NNS(=O)(=O)c2ccc(C)cc2)C1 (stereo not drawn)	-9
O=C(c1cc(-c2ccco2)on1)N(CCn1cccn1)c1nc2c(C(F)(F)F)cccc2s1	-16
CN1/C(=C(\C#N)c2nc3ccccc3s2)Sc2ccccc21	-18
O=C(c1cc2n(n1)CCCO2)N1CCN(c2ncccn2)CC1	6
Cc1cc(C)n(-c2cc(N3CCC[C@H](C(=O)NCc4ccc(Cl)cc4)C3)ncn2)n1	-7
CCOc1cccc(-c2cc(C(=O)O)c3[nH]c(-c4ccc(OC)cc4)nc3n2)c1O	12
COC(=O)c1ccc2nc(NC(=O)c3ccnn3C)sc2c1	-8
O=C(CSc1ccc(F)cc1)N1CC(c2nc(-c3ccc[nH]c3=O)no2)C1	-4
O=C(NN=Cc1ccc(OCC(=O)N2CCCCC2)cc1)c1ccccc1	-10
CC(C)C(=NNC(=O)Nc1ccccc1)c1ccccc1	-2
O=C(Cc1cccc2ccccc12)NCCN1CCOC(c2ccccc2)C1 (stereo not drawn)	-19&-14
O=S(=O)(c1ccc(Cl)s1)N1CCCN(CCn2cccn2)CC1	-13

Quoted at random: 4 entries already listed.
SMILES	SSB-PriA inh
CC(C)C(=NNC(=O)Nc1ccccc1)c1ccccc1	-2
O=S(=O)(c1ccc(Cl)s1)N1CCCN(CCn2cccn2)CC1	-13
O=C(NN=Cc1ccc(OCC(=O)N2CCCCC2)cc1)c1ccccc1	-10
O=C(c1cc2n(n1)CCCO2)N1CCN(c2ncccn2)CC1	6

More results follow:
SMILES	SSB-PriA inh
CCOC(=O)c1sc(NC(=O)c2cccc(C)c2)c(C(=O)OCC)c1C	-15
O=C(COc1ccc(Cl)cc1)N1CCC(Cc2n[nH]c(=O)n2-c2ccccc2F)CC1	-21
NC(=NN=Cc1ccc2c(c1)OCO2)SC1CC(=O)N(c2ccc(C(=O)O)cc2)C1=O (stereo not drawn)	-5
C=C(C)C1CC=C(C)C(=NNC(=S)Nc2ccccc2)C1 (stereo not drawn)	8
O=C(c1ccc(F)c(F)c1)N1CCN(Cc2nc(-c3ccc(F)cc3)cs2)CC1	-12
COc1ccc(C2C(=C(O)c3ccc(S(=O)(=O)N4CCOCC4)cc3)C(=O)C(=O)N2CCN2CCOCC2)cc1 (stereo not drawn)	-2
COc1ccc(-n2c(C)nc3ccc(NC(=O)c4ccc(C(F)(F)F)cc4)cc3c2=O)cc1	-3
COc1ccc2nc(N(Cc3ccco3)C(=O)C3CC3)sc2c1	-24
COc1cc(NC(=O)CSc2ccc(-c3sc(-c4cccnc4)nc3C)nn2)cc(OC)c1	3
CCOc1ccc(C2C(=C(O)c3ccc4c(c3)OCCO4)C(=O)C(=O)N2CCCN2CCOCC2)cc1OC (stereo not drawn)	4
Cn1cnc(S(=O)(=O)NC(c2cccnc2)C2CCOCC2)c1 (stereo not drawn)	6
O=C(NCc1ccco1)c1c[nH]c(=O)n(Cc2ccc3c(c2)OCO3)c1=O	5
CN1c2ccsc2C(=NNc2ccc(F)cc2)CS1(=O)=O	-9
O=C1CCCC(=O)N1CCS(=O)(=O)N1CCC(c2nnc(C3CC3)o2)CC1	2
CC(=O)N1CCCC1CO (stereo not drawn)	0
O=C(NCCN1Cc2cc(Cl)ccc2OCC1=O)c1cc2ccccc2o1	19
NC(=O)c1c(NC(=O)c2ccc(Oc3ccc(C(=O)Nc4sc5c(c4C(N)=O)CCCCC5)cc3)cc2)sc2c1CCCCC2	-19
COc1ccc(CNC(=O)C(=O)NCC[C@H]2CCCCN2S(=O)(=O)c2ccc(F)c(C)c2)cc1	-8
COC(=O)c1ccc(C(=O)NCCn2ccc(-c3cccs3)n2)cc1	-5
COc1ccc(-n2ccn(CC(=O)Nc3ccc(Br)cc3F)c(=O)c2=O)cc1Cl	-3
O=C(Cc1ccc(-c2ccccc2)cc1)NCCNC(=O)c1ccc(NC(=O)C2CC2)cc1	-16
NC(=O)c1ccc(NC(=O)Cc2csc(Nc3cccc(Cl)c3)n2)cc1	7
CCc1ccc(-c2ccc3nnc(SCc4ccc(F)cc4)n3n2)cc1	2
CCOC(=O)c1csc(NC(=O)c2ccc(=O)n(Cc3ccc(F)cc3)n2)n1	-1
CC1(C)Cc2cccc(OCC(=O)Nc3ccc(S(=O)(=O)Nc4nccs4)cc3)c2O1	0
CC(=O)Nc1ccc(CC(=O)N2CCC(N3CCCC3COCc3ccccc3)CC2)cc1 (stereo not drawn)	-10
COC(=O)C1CC(OC)CN1C(=O)CSC1CCCC1 (stereo not drawn)	-5
COc1ccc2nc(-n3nc(C)cc3NC(=O)Cc3ccc(F)cc3)sc2c1	-4
O=C(C=C1NC2(CCCC2)Cc2ccccc21)C(=O)NN=Cc1ccc(O)c(O)c1	26
COC(=O)C1=C(C(=O)OC)C(c2cccs2)c2sc(=O)[nH]c2S1 (stereo not drawn)	-14
CCCN1CCCc2cc(CCNC(=O)c3ccccc3Cl)ccc21	53*
CCOC(=O)c1ccc(NC(=O)c2cc3cccc(OC)c3oc2=O)cc1	-12
O=C(CSc1nnc2ccc3ccccc3n12)Nc1ccc(-c2nc3ccccc3s2)cc1	-2
COc1cccc2cc(C(=O)N3CCC(OC)CC3)oc12	-4
O=C(NN=Cc1cn(-c2ccccc2)nc1-c1ccc2c(c1)OCCO2)c1ccncc1	-9
COc1cc(S(=O)(=O)N2CCCCCC2)ccc1F	-12
CCOC(=O)N1CCN(c2cc(=O)n(-c3ccc(Cl)cc3)c(=O)[nH]2)CC1	-9
CC(C)N1CCC(CNC(=O)C(=O)NCCN2CCOCC2)CC1	-3&12
CN(C)CCN(C(=O)Cc1ccc(Cl)s1)c1nc2c(F)cccc2s1	-8
C[C@H](Oc1ccccc1)C(=O)N1CC(c2nc(-c3cccc(C(F)(F)F)c3)no2)C1	-10
Cc1ccc(Sc2ccc(C=NO)cc2[N+](=O)[O-])cc1	14
